# Screens deposited in PubChem BioAssay by The Scripps Research Institute Molecular Screening Center.
# TEAD-YAP inh = TEAD-YAP interaction inhibition | HEK-TIYL cells, TEAD-Gal4/YAP UAS-luciferase luminescence | inhibition, % at 9.12 µM | 640,000 tested, 1.4% active | AID 1259422; in the data active means inhibition above about 32%;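 further: 0% = median of test compound wells and 100% = reference inhibitor wells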
# GPR151 activ = activates the human receptor GPR151; activation, % at 11.2 µM; 650,000 tested, 1% active; AID 1508602; PathHunter beta-arrestin GPR151 cells, luminescence; Q8TDV0; in the data active means activation above about 4.9%;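 further: 0% = median of compound wells and 100% = cells with positive control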
# Target sequence (Q8TDV0 whole entry, looked up): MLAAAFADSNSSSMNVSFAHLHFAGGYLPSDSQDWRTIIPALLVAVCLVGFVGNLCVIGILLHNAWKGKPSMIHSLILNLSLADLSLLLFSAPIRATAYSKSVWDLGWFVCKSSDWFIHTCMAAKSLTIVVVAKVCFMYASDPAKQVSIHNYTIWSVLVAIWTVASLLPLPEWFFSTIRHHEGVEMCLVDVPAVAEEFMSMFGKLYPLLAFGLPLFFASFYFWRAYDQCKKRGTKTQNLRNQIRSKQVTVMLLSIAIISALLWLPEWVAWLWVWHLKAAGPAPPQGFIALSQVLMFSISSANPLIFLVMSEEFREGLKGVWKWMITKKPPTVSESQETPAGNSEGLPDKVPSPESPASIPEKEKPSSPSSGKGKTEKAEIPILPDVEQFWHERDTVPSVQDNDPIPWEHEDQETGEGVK
# FBW7 act = human FBW7 E3 ligase activation, primary screen; Q969H0; AlphaScreen FBW7–phospho-cyclin E peptide binding, activator screen; normalized activity (activation), % at 26.1 µM; 650,000 tested, 0.13% active; in the data active means normalized activity above about 1.9%;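 further: purified mutant Fbw7 with reduced substrate affinity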
# Target sequence (Q969H0 whole entry, looked up): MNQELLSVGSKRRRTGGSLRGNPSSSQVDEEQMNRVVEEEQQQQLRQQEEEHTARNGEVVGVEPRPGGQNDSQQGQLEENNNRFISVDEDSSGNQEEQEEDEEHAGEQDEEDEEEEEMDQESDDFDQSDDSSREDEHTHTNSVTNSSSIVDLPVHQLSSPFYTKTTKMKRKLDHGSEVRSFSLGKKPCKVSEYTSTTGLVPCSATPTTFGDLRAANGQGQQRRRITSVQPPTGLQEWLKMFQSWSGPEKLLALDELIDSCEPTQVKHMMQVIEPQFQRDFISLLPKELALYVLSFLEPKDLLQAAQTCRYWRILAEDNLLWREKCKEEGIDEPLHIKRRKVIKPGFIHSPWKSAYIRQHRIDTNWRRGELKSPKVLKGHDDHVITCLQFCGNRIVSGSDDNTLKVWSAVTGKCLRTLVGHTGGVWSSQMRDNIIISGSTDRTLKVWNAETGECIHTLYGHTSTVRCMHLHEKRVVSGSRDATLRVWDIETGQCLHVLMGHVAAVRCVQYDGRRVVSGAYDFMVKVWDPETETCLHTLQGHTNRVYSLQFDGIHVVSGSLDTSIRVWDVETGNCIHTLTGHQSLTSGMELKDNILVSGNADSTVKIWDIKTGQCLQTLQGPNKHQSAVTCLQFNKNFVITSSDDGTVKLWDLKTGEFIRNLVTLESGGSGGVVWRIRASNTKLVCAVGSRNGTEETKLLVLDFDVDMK
# MITF inh = blocks human microphthalmia-associated transcription factor; inhibition, % at 2.6 µM; AID 1259374; 650,000 tested, 0.91% active; O75030; AlphaScreen MITF homodimerization, bead proximity signal; in the data active means inhibition above about 50%;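 further: 0% = vehicle wells with protein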
# Numbers without * were called inactive; & = joins results of further samples. Outcome played no part in choosing rows. Share with any hit: about 3.5%.
SMILES,TEAD-YAP inh,GPR151 activ,FBW7 act,MITF inh
CC1CC(C)(C)N(C(=O)CN2CCN(C)CC2)c2ccccc21 (stereo unspecified),12,-1.9,1.1,81*
O=C1CC(C(=O)N2CCC(Oc3ccc(C(=O)NCCc4ccccc4)cc3)CC2)CN1 (stereo unspecified),80*,0.1,0.1,10
O=C(COc1ccc(Cl)cc1Cl)NCC12C=CC(O1)C1C(=O)N(Cc3ccccc3)C(=O)C12 (stereo unspecified),21,0.9,0.2,11
Cc1ccc(/C=N/NC(=S)Nc2cccc(S(=O)(=O)N(C)C)c2)o1,-11,-0.1,0.1,12
O=C1N[C@@H](Cc2ccccc2)C(=O)N2CCN(C(=O)Oc3cccc4ccccc34)C[C@H]12,11,0.2,0.6,15
CC(C)CC(NC(=O)c1ccc(Cl)cc1)C(=O)OCC(=O)NC(=O)c1cccn1C (stereo unspecified),4,0.0,0.0,-10
N#CCn1cnc2c(cnn2-c2cccc(Cl)c2)c1=O,-6,1.0,-0.1,-7
COC(=O)c1cccc(NC(=O)CSc2n[nH]c(-c3ccc(Cl)cc3)n2)c1,10,-0.2,0.0,15
COc1cccc(/C=N/NC(=O)CCC(=O)Nc2ccc(F)cc2)c1,13,0.0,-0.1,6
COc1cccc(CN2CCCC(C(=O)Nc3ccc(-c4cscn4)cc3)C2)c1 (stereo unspecified),10,-0.7,0.0,5
COc1ccc(C2=NN(c3nc(-c4ccc(S(=O)(=O)N5CCOCC5)cc4)cs3)C(c3ccc(OC)cc3)C2)cc1 (stereo unspecified),-55,-1.0,0.2,21
COCCOC(=O)C1=C(N)OC2=C(C(=O)CC(C)(C)C2)C1c1ccc(F)c(F)c1 (stereo unspecified),-9,0.3,0.0,2
CC1CCCC(NC(=O)COC(=O)CNC(=O)c2ccccc2F)C1C (stereo unspecified),-2,-0.1,0.4,5
COc1ccc(C)cc1NC(=O)CN(Cc1ccccc1)S(=O)(=O)c1ccc(Br)cc1,1,1.5,0.0,-13
Cn1c(SCC(=O)c2ccccc2)nnc1C(CO)NC(=O)c1ccccc1 (stereo unspecified),-11,0.7,-0.2,-9
COc1ccc2nc(N3CCN(c4nc5ccccc5s4)CC3)sc2c1,-10,0.7,0.2,5
CCc1ccccc1NC(=O)C(CC)Sc1nc2ccsc2c(=O)n1C1CC1 (stereo unspecified),1,-0.4,0.1,3
COc1cccc(/C=C/c2onc(C)c2S(=O)(=O)N2CCC(C(=O)NC(C)C)CC2)c1,7,-1.4,0.6,6
O=C(c1cccc(F)c1F)n1nnc2ccccc21,4,-0.4,0.2,-8
Cc1ccccc1Nc1nc2ccc(Cl)cc2n2cnnc12,5,1.4,0.8,2
NC(=O)C1CCN(C(=O)c2ccc3c(=O)n(Cc4ccco4)c(SCc4cccc([N+](=O)[O-])c4)nc3c2)CC1,-6,2.1,0.1,4
Cn1nc(C2CC2)cc1NC(=O)CN1C(=O)c2ccccc2C1=O,9,-0.2,0.1,1
Cc1ccc(C2=N/C(=C\c3ccc(OCc4ccccc4Cl)cc3)C(=O)O2)cc1,-2,2.5,0.0,-3
C#CCOc1c(/C=C2\SC(=S)NC2=O)cccc1OC,3,-0.7,-0.2,-2
CC(C)CC(=O)Nc1nn2c(-c3ccccc3)nnc2s1,-1,0.8,-0.2,4
CC1CCN(C(=O)Cn2c(=O)n(-c3ccccc3)c(=O)c3oc4ccccc4c32)CC1,-5,1.3,0.0,-3
COC(=O)c1c(NC(=S)NN2CCN(C)CC2)sc2c1CCC(C)C2 (stereo unspecified),3,-0.3,-0.1,16
O=C(Nc1cc(C(F)(F)F)ccc1N1CCOCC1)c1ccc(F)cc1,-2,1.0,0.0,6
COC(=O)c1ccc(-c2ccccc2)[nH]1,-26,-1.5,-0.1,-3
c1cncc(C(c2nnnn2C2CCCC2)N2CCCC2)c1 (stereo unspecified),-77,-0.5,-0.2,-2
CCOc1cc(C#N)c(NC(=O)c2cc([N+](=O)[O-])ccc2N2CCOCC2)cc1OCC,-10,-0.5,0.0,67*
CC(C)(C)NC(=O)C1CC(c2ccc(Cl)cc2)=NO1 (stereo unspecified),-8,-0.4,-0.1,-3
Oc1ccccc1-c1nc2sccn2c1Nc1ccc2c(c1)OCCO2,-21,-0.9,-0.2,7
O=C(COc1cccc(Cl)c1Cl)c1ccc[nH]1,-9,9.9*,-0.2,0
O=C1OCCC1Sc1nnc(-c2ccccc2)o1 (stereo unspecified),-4,-2.6,0.5,-9
CCN(CC)Cc1cc(C(C)=O)ccc1O,-7,-0.3,0.7,11
COC1CCCN(Cc2c(C(=O)N(C)CCc3ccccc3)nc3c(C)cccn23)C1 (stereo unspecified),-8,-0.5,-0.2,3
O=C(O)/C=C/c1ccccc1OCC(=O)Nc1ccccc1,-10,-0.6,0.8,-4
Cc1ccccc1C(=O)N1c2ccc(S(C)(=O)=O)cc2NC(=O)C1C (stereo unspecified),-6,0.5,0.1,9
O=C(COc1cccc2ccc(N3CCOCC3)nc12)Nc1cccc(Cl)c1,15,1.6,0.0,-4
Cc1ccc(S(=O)(=O)N2CCCC(c3nnc(-c4ccc5c(c4)OCO5)o3)C2)c(C)c1 (stereo unspecified),-3,-1.1,0.6,26
OCCNCCCCOc1cccc(Cl)c1Cl,13,-3.8,0.8,35
Cc1ccc2c(c1)cc1c(=O)n(CC(=O)NCCc3ccc(Cl)cc3)nc(C)n12,-17,0.8,0.4,3
CCCCC1=NN2C(=N)/C(=C/c3cc(Cl)c(OCc4ccccc4F)c(OC)c3)C(=O)N=C2S1,-6,-0.2,0.4,9
CCCn1c(C)cn2c3c(=O)n(CCc4ccccc4)c(=O)n(C)c3nc12,-2,0.3,-0.1,9
CSc1ccc(C2C3C(=O)N(c4ccccc4)C(=O)C3ON2c2ccc(Cl)cc2)cc1 (stereo unspecified),10,1.2,0.0,-1
CN(CC(=O)O)c1ncnc2sccc12,-7,0.0,0.0,5
O=C(CCc1ccccc1)NC(=S)N1CCOCC1,1,0.5,-0.1,2
CC1CCCC(NS(=O)(=O)c2ccc(F)c(C(=O)Nc3ccc(Cl)cc3Cl)c2)C1C (stereo unspecified),-4,-2.4,0.1,2
CCN1C2=C(C(=O)CC(C)(C)C2)C(c2ccc(OC)c(Cl)c2)C2=C1CC(C)(C)CC2=O,-1,-1.4,-0.1,5
COc1cc(/C=N/N=C2/SCC(=O)N2c2ccc(O)cc2)ccc1O,12,1.4,-0.1,8
CCOC(c1cc(C(C)(C)C)c(O)c(C(C)(C)C)c1)P(=O)(OCC)OCC (stereo unspecified),6,-0.8,0.1,17
COC(=O)c1cc(NC(=O)CN2C(=O)COc3ccc(Cl)cc32)ccc1Cl,9,0.4,0.3,9
CCCOCCOC(=O)C1=C(C)NC2=C(C(=O)CC(C)(C)C2)C1c1cccc([N+](=O)[O-])c1 (stereo unspecified),9&11,0.7&0.5,-0.2&0.3,-6&5
COc1cccc(C(=O)Nc2ccc(NC(=O)C3CC3)nc2)c1,-15,2.7,-0.1,10
COc1ccc([C@@H]2CN(C(=O)c3cccs3)C[C@H]2C(=O)O)cc1,1,-0.4,0.1,17
CC(C)c1nc(C(=O)N2CCOc3ccc(C4(O)CCN(C)CC4)cc3C2)cs1,2,-0.5,0.0,5
CC(/C=N\NC(=O)c1ccc([N+](=O)[O-])cc1)=C\c1ccccc1,1,0.5,0.1,-9
O=C(NN1C(=O)C2C3C=CC(C4CC34)C2C1=O)c1ccccc1Cl (stereo unspecified),4,-0.5,0.0,3
CCOc1ccc(C2CC(c3ccc(CC)cc3)n3nc(N)nc3N2)cc1 (stereo unspecified),9,0.9,0.1,17

# Structures shown so far that have an aryl thioether with sulfur outside any ring, in the order listed:
SMILES,TEAD-YAP inh,GPR151 activ,FBW7 act,MITF inh
COC(=O)c1cccc(NC(=O)CSc2n[nH]c(-c3ccc(Cl)cc3)n2)c1,10,-0.2,0.0,15
Cn1c(SCC(=O)c2ccccc2)nnc1C(CO)NC(=O)c1ccccc1 (stereo unspecified),-11,0.7,-0.2,-9
CCc1ccccc1NC(=O)C(CC)Sc1nc2ccsc2c(=O)n1C1CC1 (stereo unspecified),1,-0.4,0.1,3
NC(=O)C1CCN(C(=O)c2ccc3c(=O)n(Cc4ccco4)c(SCc4cccc([N+](=O)[O-])c4)nc3c2)CC1,-6,2.1,0.1,4
O=C1OCCC1Sc1nnc(-c2ccccc2)o1 (stereo unspecified),-4,-2.6,0.5,-9
CSc1ccc(C2C3C(=O)N(c4ccccc4)C(=O)C3ON2c2ccc(Cl)cc2)cc1 (stereo unspecified),10,1.2,0.0,-1

# Other results follow:
SMILES,TEAD-YAP inh,GPR151 activ,FBW7 act,MITF inh
O=C(Nn1cnnc1)c1ccc(OC(F)(F)C(F)C(F)(F)F)cc1 (stereo unspecified),-5,3.5,0.2,10
NC(=O)C1CCCN(Cc2cccc(F)c2)C1 (stereo unspecified),7,0.1,0.8,24
COc1cc(Nc2nc(NCCN(C(C)C)C(C)C)c3[nH]cnc3n2)cc(OC)c1OC,0,0.5,0.1,15
CCCN1CCC(N2C[C@H](NCc3ccccc3)C[C@H]2C(=O)NCC)CC1,-6,-0.8,0.1,3
COC(=O)c1ccc(NC(=O)CSc2nnc3sc4ccccc4n23)cc1,7,0.3,0.2,4
CC(=O)C1=NN(c2cccc(Cl)c2)C2C(=O)N(c3ccc(C)cc3)C(=O)C12 (stereo unspecified),-5,-0.8,0.0,-7
COCCNC(=O)c1ccc(-n2ncc3cc(Nc4ccccc4Cl)ccc32)nc1,-30,0.3,-0.1,1
O=C(CCCC(=O)OCC(F)(F)C(F)F)Nc1ccc(I)cc1,-3,2.2,-0.1,-8
CCOC(=O)CN1C(=O)S/C(=C\c2c(OC)ccc3ccccc23)C1=O,4,-1.7,0.1,-5
COc1ccc(NC(=O)C2=C(C)NC(=S)NC2c2cccc(Cl)c2)c(OC)c1 (stereo unspecified),8,1.2,-0.4,3
O=C(CCc1nnc(Cc2cccc(C(F)(F)F)c2)o1)NCCc1ccccc1F,-45,0.2,0.4,-5
O=C(Nc1ccc(N2C(=O)c3cccc4cccc(c34)C2=O)cc1)c1ccco1,-6,-0.1,0.7,1
CCOC(=O)N1CCN(C(=S)Nc2ccc(OC)cc2OC)CC1,-1,-1.3,0.0,18
COc1ccc(C)cc1S(=O)(=O)NCCC1=CCCCC1,1,-0.8,0.2,7
CC(=O)c1cccc(NC(=O)CN(c2ccccc2F)S(=O)(=O)c2ccc(C)cc2)c1,13,-0.7,0.9,1
COc1ccc(N=c2ccc3ccccc3n2C)cc1,-71,-0.2,-0.1,17
CC1(C(=O)O)NC(c2cc(Br)ccc2O)C2C(=O)N(c3cccc(Cl)c3)C(=O)C21 (stereo unspecified),8,-0.5,-0.2,-1
O=C1/C(=C/c2cccc(C(F)(F)F)c2)CS(=O)(=O)c2ccccc21,0,-0.6,0.0,7
O=C(NC1CCCCC1)c1cc([N+](=O)[O-])[nH]n1,1,-0.1,0.1,5
CCc1n(CC(O)COc2ccccc2OC)c2ccccc2[n+]1C (stereo unspecified),-8,0.1,-0.1,-5
Cn1cnc2c1c(=O)n(CCNCCCO)c(=O)n2C,-7,0.2,0.7,-2
O=C(NCCOc1ccccc1)c1cccc(-c2cccs2)n1,-22,2.1,0.0,7
Cc1nn(-c2ccccc2)c(N)c1C1(O)C(=O)Nc2ccc([N+](=O)[O-])cc21 (stereo unspecified),1,-0.8,0.3,25
Cc1cccc(NC(=O)Nc2cnn(-c3cccc(C(=O)Nc4ccncn4)c3)c2)c1,11,0.3,-0.3,-1
C=CCOc1ccc(/C=C2\Oc3ccc(C(=O)OC)cc3C2=O)cc1OC,2,2.0,0.0,3
Cc1c(C(=O)Nc2ccc3c(c2)OCO3)sc2ncn(CC(=O)Nc3cccc(C(F)(F)F)c3)c(=O)c12,1,-1.7,-0.1,6
O=C1/C(=C\c2ccc(Br)cc2)SC(=Nc2ccccc2)N1Cc1ccccc1,-10,0.1,0.0,-11
CC1CCCC(C)N1C(=O)c1ccc(NC(=O)Nc2cccc3ccccc23)cc1 (stereo unspecified),5,0.1,-0.1,9
COC(=O)c1cc(CNC(=O)c2cncs2)cc(NC(=O)Cc2ccccc2)c1,-13,0.0,0.1,-3
Cc1ccc(C(=O)N2CCC3(CC2)CC(=O)c2ccccc2O3)cc1[N+](=O)[O-],4,-1.0,0.7,12
COc1cc(C(=O)NCc2ccc(OCCN(C)C)cc2)cc(OC)c1OC,-3,-2.5&-1.0,0.1&0.2,-9&-7
COc1cc(=O)[nH]c(SCC(=O)N2CCCCC2)n1,0,-0.7,0.0,-8
O=C(O)c1ccc(N2C(=O)/C(=C\c3ccco3)SC2=S)cc1O,-8,-0.4,-0.2,38
CC(=O)/C(C(N)=NC(=O)c1ccccc1)=C(/C)O,-11,-4.3,0.1,7
COc1ccc(CCc2nnc(CCC(=O)NCc3cccc(Cl)c3)o2)cc1,-23,0.9,0.1,-7
CC(Nc1ncnc2c1oc1ccccc12)C(=O)O (stereo unspecified),9,0.8,0.0,5

# Complete entries from above. Screens in order: TEAD-YAP inh	GPR151 activ	FBW7 act	MITF inh
# Record of C=CCOc1ccc(/C=C2\Oc3ccc(C(=O)OC)cc3C2=O)cc1OC : 2	2.0	0.0	3
# Record of CC1CCCC(C)N1C(=O)c1ccc(NC(=O)Nc2cccc3ccccc23)cc1 (stereo unspecified) : 5	0.1	-0.1	9
# Record of CC(Nc1ncnc2c1oc1ccccc12)C(=O)O (stereo unspecified) : 9	0.8	0.0	5
# Record of COc1cc(C(=O)NCc2ccc(OCCN(C)C)cc2)cc(OC)c1OC : -3	-2.5&-1.0	0.1&0.2	-9&-7
# Record of COc1cc(=O)[nH]c(SCC(=O)N2CCCCC2)n1 : 0	-0.7	0.0	-8
